# BRCA1 expr act: increases BRCA1 expression. MCF7-BRCA1-FFLuc reporter, luminescence, 48 h; response scale: scaled: vehicle 0%, 10 µM genistein 100%. Potency, µM (series often up to 46.1 µM), without a hit: top-dose activation, hits mostly activators. 1.1% of 380,000 active. AID 624202; further: nearly all actives have a fitted effect of over 80% in size; some results filed as inactive show a strong effect at the top dose
#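 Compounds are tested at multiple concentrations on MCF7 BRCA1-luciferase reporter cells seeded at 2000 per well; after 48 h, a single luminescence end-point is taken and curves fitted to the normalized data.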
# NPC1 prom act: NPC1 promoter activation | Potency, µM (top dose mostly 9.22 µM), without a hit: top-dose activation, hits mostly activators | AID 485313 | Huh7 NPC1 promoter luciferase reporter, 24 h | 2.4% of 320,000 active;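 further: % of control where 0% means no effect; nearly all actives have a fitted effect of over 60% in size; reporter is driven by a mutant NPC1 promoter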
#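 Readout is luciferase luminescence, reflecting NPC1 promoter activation in stably transfected Huh7 cells after 24 h compound exposure at 37 °C in reduced-serum medium with 10% FBS.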
# ELG1 genotox: inducers of genotoxicity in HEK293T ELG1-luciferase cells; HEK293T ELG1-luciferase reporter, luminescence, 16 h; 1.3% of 330,000 active; Potency, µM (highest dose often 46 µM), without a hit: at the highest dose activity change, positive = activation, actives largely listed as activators; further: % of control where 0% means no effect; nearly all actives have a fitted effect of over 60% in size
#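 Step 1: seed 2,000 HEK293T ELG1-luciferase cells per well. Step 2: add compound or DMSO, incubate 16 hr at 37 °C. Step 3: ONE-Glo, 30 min at room temperature, read luminescence.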
# MBNL1-CUG inh: MBNL1-poly(CUG) RNA binding inhibition; TR-FRET MBNL1-His/biotin-(CUG)12 binding, 665/545 ratio; AID 2675; 0.036% of 280,000 active; Q9NR56; Potency, µM (highest dose often 57.5 µM), without a hit: top-dose activity change, negative = inhibition, actives largely listed as inhibitors; active means well fitted inhibition curve with a large enough effect in the signal ratio, with a control signal flat, not every such curve was filed as active; inconclusive means small, poorly fitted or top-dose-only effect, or effect the other way, or a change in a side signal; inactive means no such curve, though single readings can be large or run the other way; the % refers to the signal ratio; further: on the % scale 0 is the no-effect control and ±100 the full control effect
# Target sequence (Q9NR56 whole entry, looked up): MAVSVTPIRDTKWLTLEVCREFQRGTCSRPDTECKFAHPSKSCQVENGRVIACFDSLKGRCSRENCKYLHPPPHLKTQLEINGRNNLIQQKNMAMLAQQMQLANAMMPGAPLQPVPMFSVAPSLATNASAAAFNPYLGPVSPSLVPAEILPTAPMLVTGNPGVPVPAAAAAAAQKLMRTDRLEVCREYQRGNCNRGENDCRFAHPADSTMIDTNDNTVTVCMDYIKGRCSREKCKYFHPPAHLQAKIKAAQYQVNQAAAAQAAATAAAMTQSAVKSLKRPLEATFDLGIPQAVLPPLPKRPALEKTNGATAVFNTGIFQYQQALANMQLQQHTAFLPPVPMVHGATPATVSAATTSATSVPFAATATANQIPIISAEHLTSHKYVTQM
#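 MBNL1-His + Biotin-(CUG)12, cpd titration 92 nM–58 uM; Tb anti-His Ab 0.055 ng/ul, SA-XL665 5 nM (final); 60 min RT; ratiometric 665/545 nm, Ex 340 nm; normalized to buffer and full-complex controls.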
# uPA generation: blocks generation of uPA at the cell surface; cell surface uPA generation assay, qHTS; Potency, µM (highest dose often 38.3 µM), inactives show top-dose activity change, negative = inhibition, hits mostly inhibitors; 0.31% of 330,000 active; AID 540303; active means well fitted inhibition curve with a large enough effect; inconclusive means small, poorly fitted or top-dose-only effect; inactive means no such curve, though single readings can be large or run the other way; tested in mouse RAW 264.7 cells; further: on the % scale 0 is the no-effect control and ±100 the full control effect; nearly all actives have a fitted effect of over 55% in size
# Rab9 prom act: activates the Rab9 promoter; Potency, µM (series often up to 9.22 µM), without a hit: at the top dose activation, negative = inhibition, hits mostly activators; 2.8% of 320,000 active; Huh7 Rab9 promoter-luciferase reporter, luminescence, 24 h; further: % of control where 0% means no effect; nearly all actives have a fitted effect of over 60% in size
#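 Huh7 reporter line, Rab9 promoter upstream of luciferase. Compound exposure 24 h at 37 °C in reduced-serum medium with 10% FBS. Read-out: luminescence.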
# RORgamma inh: ROR gamma (mouse) transcription inhibition; Potency, µM (highest dose often 53.6 µM), for the others: top-dose activity change, negative = inhibition, hits mostly inhibitors; 5.4% of 310,000 active; Drosophila S2 Gal4-RORgamma UAS-luciferase reporter, 20 h; further: on the % scale 0 is the no-effect control and ±100 the full control effect; nearly all actives have a fitted effect of over 60% in size
# Target sequence (P51450 whole entry, looked up, the tested form may be a part): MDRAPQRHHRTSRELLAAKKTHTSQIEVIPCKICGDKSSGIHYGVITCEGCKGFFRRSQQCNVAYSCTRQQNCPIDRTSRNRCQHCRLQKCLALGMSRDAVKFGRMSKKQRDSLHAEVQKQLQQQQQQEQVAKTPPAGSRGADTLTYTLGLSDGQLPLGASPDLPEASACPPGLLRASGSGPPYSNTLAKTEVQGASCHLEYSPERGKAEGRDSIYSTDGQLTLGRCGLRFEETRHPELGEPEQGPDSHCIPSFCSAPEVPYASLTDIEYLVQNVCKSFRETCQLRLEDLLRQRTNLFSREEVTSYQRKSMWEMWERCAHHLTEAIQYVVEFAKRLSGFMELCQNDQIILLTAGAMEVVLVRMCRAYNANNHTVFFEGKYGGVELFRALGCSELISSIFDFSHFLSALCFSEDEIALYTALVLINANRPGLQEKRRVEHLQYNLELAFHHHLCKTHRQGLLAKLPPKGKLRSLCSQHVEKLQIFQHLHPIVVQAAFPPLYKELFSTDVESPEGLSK
#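 Stably transfected Drosophila Schneider cells are the test system, with ROR gamma fused to Gal4 and luciferase under UAS control; luminescence is read after 20 hr of 700 uM copper sulfate induction at ambient temperature.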
# FLuc counter: inhibits or activates purified firefly luciferase, miR-21 counter-screen; purified FLuc, Km substrates, luminescence inhibition; Potency, µM (titrated, usually from 57.5 µM), without a hit: at the highest dose activity change, negative = inhibition, actives largely listed as inhibitors; 6.9% of 360,000 active; AID 588342;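 further: plate controls were vehicle for no effect and reference inhibitor for full effect; nearly all actives have a fitted effect of over 55% in size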
#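 Purified P. pyralis luciferase, 10 nM final, with Km-level 10 uM D-luciferin and 10 uM ATP in 50 mM Tris acetate pH 7.5, 10 mM Mg acetate, 0.01% Tween-20, 0.05% BSA; 6-point qHTS titration about 60 µM downward; luminescence read.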
# Gal4-VP16 FLuc: inhibits Gal4-VP16 luciferase reporter, ROR gamma counter-screen. AID 2546. Potency, µM (highest dose often 53.6 µM), for the others: top-dose activity, negative = inhibition, usual class: inhibitors. Drosophila S2 Gal4-VP16 UAS-luciferase, luminescence, 20 h. 3.5% of 310,000 active;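 further: Gal4-VP16 expression switched on by copper sulfate through the metallothionein promoter; on the % scale 0 is the no-effect control and ±100 the full control effect; nearly all actives have a fitted effect of over 50% in size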
# p53 reactivation: restores transcriptional activity of mutant p53 | H1299 p53-A138V BP100-luciferase reporter, luminescence, 24 h | Potency, µM (titrated, usually from 92.2 µM), for inactives: at the highest dose activity change, positive = activation, hits mostly activators | 0.063% of 320,000 active | AID 504706; further: % of control where 0% means no effect; nearly all actives have a fitted effect of over 45% in size
#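 H1299 (p53-null), stable ts p53-A138V + BP100-Luc; 1000 cells/well, Opti-MEM/10% FBS; cpd 4 pt, 1:5; 24 h, 37 deg C, 5% CO2; detection reagent 10 min RT; luminescence.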
# * hit, by the source's call; ? = inconclusive; · = no result given; & = joins results of further samples; [ ] = remark or other dose. Unless noted, the call rests on the fitted dose curve; in most records, active means well fitted curve in the direction sought with a large enough effect; inconclusive means small, poorly fitted or top-dose-only effect, or another doubt; inactive means no such curve, though single readings can be large; an effect the other way counts as inactive or inconclusive. Potency means the concentration at half of the fitted maximal effect.
SMILES,BRCA1 expr act,NPC1 prom act,ELG1 genotox,MBNL1-CUG inh,uPA generation,Rab9 prom act,RORgamma inh,FLuc counter,Gal4-VP16 FLuc,p53 reactivation
Cc1ccc(Cl)cc1NC(=S)N(Cc1ccco1)C(C)c1cccs1 (stereo not given),-6%,-6%,-5%,-7%,-4%,1%,3.5µM*,-5%,7.1µM*,10%
CCOc1ccc(N/C=C/C(=O)c2ccc(OC)c(OC)c2)cc1,?,3.2µM*,18µM*,32%[activator],-12%,4.5µM*,4%,3µM*,-2%,?
CSc1ccc(CN(C)CC(=O)NC(=O)NC(C)(C)C)cc1,0%,1%,-11%,-1%,3%,5%,-10%,0%,-4%,-4%
CCOc1ccc(CNC(=O)CCCC(=O)n2ncc3cc(C)ccc32)cc1,70%,0%,15%,?,5%,21%,-15%,6%,5%,·
Cc1ccc(C(=O)c2c3ccc(N)cc3nn2CCC(N)=O)cc1,2%,-6%,7%,14%,1%,1%,5%,-1%,0%,·
COc1cc(/C=N/NC(=O)c2csc3c2CCCC3)cc(OC)c1O,-31%,7%,-1%,-11%,3%,0%,9%,-19%,0%,-4%
O=C(Cc1ccccc1)NNC(=O)C1CCN(c2ncccn2)CC1,3%,-5%,-6%,-2%,5%,-1%,-20%,-1%,18%,-2%
COc1cc(OC)c2c(-c3cccc(-c4cccc(N)c4)c3)cc(=O)oc2c1,-72%,·,16%,·,?,·,?,·,10µM*,1%
COc1ccc(C(c2c(N)[nH]c(=S)[nH]c2=O)c2c(N)[nH]c(=S)[nH]c2=O)cc1,2%,-3%,0%,-13%,7%,0%,-30%,-6%,5%,4%
CCOC(=O)c1nnn2c1nc(N1CCN(c3ccccc3)CC1)c1ccccc12,-18%,3%,-11%,-3%,1%,-8%,7%,3%,-2%,1%
N#Cc1cc2c(nc1SCC(=O)O)CCCC2,-31%,1%,1%,-1%,-1%,-4%,14%,-1%,-2%,5%
Cc1cc(N2CCCC2=O)cc(C)c1S(N)(=O)=O,1%,-2%,-1%,5%,-12%,-3%,-21%,1%,2%,-27%
O=C(/C(=C(\O)c1ccccc1)c1nc2ccccc2[nH]1)c1ccccc1,-44%,-5%,-9%,5%,1%,19%,7.9µM*,0%,?,3%
Cc1ccc(NC(=O)CSc2nnc(-c3cc(C)on3)o2)cc1,-2%,-46%[inhibitor],5%,-2%,-4%,2%,0%,1%,6%,4%
COc1ccc(C2=NS(=O)(=O)N(C)C(C(=O)NC3CCCC3)=C2)cc1OC,-6%,-3%,-8%,?,-50%,0%,1%,1%,-1%,6%
CCOC(=O)c1ccc(-n2c(CCC(=O)O)ccc2-c2cccs2)cc1,-7%,-5%,5%,-7%,-6%,-11%,8%,?,-15%,7%
Cc1nnc(SCC(=O)N2CCN(c3ccccc3)CC2)n(N)c1=O,-6%,-1%,-2%,-15%,-1%,0%,-35%,-2%,-9%,-3%
S=C(c1ccc(-c2ccccc2)o1)N1CCCCC1,4µM*,2.2µM*,?,56%[activator],-8%,?,10µM*,2.7µM*,-7%[10 µM],19%
COc1ccc(C(=O)CC(=O)C(=O)Nc2ccc(Cl)cc2)cc1,4%,-3%,-6%,5%,1%,-5%,7.1µM*,-1%,13µM*,23%
O=C(O)[C@H](Cc1ccccc1)NC(=O)C(c1ccccc1)(c1ccccc1)c1ccccc1,5%,-3%,-6%,2%,5%,0%,36%,1%,-3%,1%

# One compound at a time, from the list above.
# CCOC(=O)c1ccc(-n2c(CCC(=O)O)ccc2-c2cccs2)cc1 in the list: BRCA1 expr act: -7%; NPC1 prom act: -5%; ELG1 genotox: 5%; MBNL1-CUG inh: -7%; uPA generation: -6%; Rab9 prom act: -11%; RORgamma inh: 8%; FLuc counter: ?; Gal4-VP16 FLuc: -15%; p53 reactivation: 7%
# Cc1nnc(SCC(=O)N2CCN(c3ccccc3)CC2)n(N)c1=O in the list: BRCA1 expr act: -6%; NPC1 prom act: -1%; ELG1 genotox: -2%; MBNL1-CUG inh: -15%; uPA generation: -1%; Rab9 prom act: 0%; RORgamma inh: -35%; FLuc counter: -2%; Gal4-VP16 FLuc: -9%; p53 reactivation: -3%

# The results go on.
SMILES,BRCA1 expr act,NPC1 prom act,ELG1 genotox,MBNL1-CUG inh,uPA generation,Rab9 prom act,RORgamma inh,FLuc counter,Gal4-VP16 FLuc,p53 reactivation
CCn1nnnc1NC(=O)c1cc(OC)c(OC)c(OC)c1,-16%,-7%,10%,-6%,1%,-17%,15%,2%,2%,-1%
O=C(CCNc1ccc(F)cc1)c1cccc([N+](=O)[O-])c1,1%,?,5%,?,-15%,-1%,13µM*,-12%,?,-18%
NC(=O)CC(NC(=O)Cc1ccc(Cl)cc1)c1ccc(NCC2CC2)c([N+](=O)[O-])c1 (stereo not given),5%,-8%,6%,15%,-15%,1%,40%,1%,14%,-4%
COc1cccc(-c2noc(Cn3nc(C(=O)O)c4ccccc4c3=O)n2)c1,0%,-1%,?,11%,-1%,-1%,11%,-17%,5%,14%
CCc1cccc2c(C(=O)CN3C(=O)NC4(CCc5ccccc54)C3=O)c[nH]c12 (stereo not given),-82%[inhibitor],-7%,0%,·,-11%,-8%,·,-14%,·,-13%
Cc1ccc(S(=O)(=O)NCC(=O)OC(C)C(=O)NC(=O)NC2CCCCC2)cc1C (stereo not given),9%,0%,1%,·,-2%,-13%,·,-1%,·,2%
COC(=O)CCC(=O)NC1CC(C)(C)Cc2c1cnn2-c1ccc(F)cc1 (stereo not given),-11%,-41%[inhibitor],3%,5%,-12%,0%,?,0%,-11%,1%
Cc1noc(C)c1C(=O)Nc1sc(C)c(-c2ccccc2)c1C#N,-32%,-1%,-26%,-2%,2%,-3%,23%[0.365 µM],-2%,·,-2%
CC#CC(=O)NC1CCCN(C2Cc3ccccc3C2)C1 (stereo not given),-2%,1%,-2%,4%,12%,-3%,-9%,-2%,-5%,·
O=C1CSC(c2ccccc2)N1c1ccc(F)cc1F (stereo not given),-9%,-2%,-1%,-4%,3%,3%,?,-1%,13%,-3%
COc1ccc(N2CCN(CCNC(=O)C3CCN(S(=O)(=O)c4cccs4)CC3)CC2)cc1,-2%,-2%,-5%,-21%,·,-6%,?,1%,-16%,-5%
Cc1nn(C)cc1CNC(=O)c1cccc(F)c1,0%,1%,-4%,-12%,2%,2%,-3%,-1%,-1%,-8%
CC(=O)Oc1cccc(/C=C2\Sc3ccccc3C2=O)c1,-36%,0%,-2%,·,-1%,-3%,?,1.7µM*,-12%,3%
COc1ccc(NC(=O)C(Cc2ccccc2)NC(=O)c2ccco2)cc1OC (stereo not given),9%,·,·,1%,·,·,11%,1%,8%,·
Cc1sc2ncnc(NCC(c3ccccc3)N(C)C)c2c1C (stereo not given),-35%,2%,-2%,-7%,-3%,-11%,-10%,-1%,20%,-1%
CCn1c(=O)c2c(nc3n2CC(C)CN3CCc2ccccc2)n(C)c1=O (stereo not given),-33%,1%,-3%,3%,0%,-3%,2%,8%,14%,-6%
Cc1ccc2[nH]c(=O)c3cc(C(=O)NCCN4CCN(C)CC4)sc3c2c1,4%,-3%,5%,-1%,11%,-6%,-20%,3%,4%,-5%
Cc1cccc(C)c1OCC(=O)N(Cc1cccs1)C1CCS(=O)(=O)C1 (stereo not given),-21%,1%,1%,-4%,-5%,0%,12%,3%,-8%,-3%
Cc1ccc(CNC(=O)c2ccc(N3CCC4(CC3)CC(c3ccccc3)=NO4)c(NC(=O)c3ccc(Cl)c([N+](=O)[O-])c3)c2)cc1,-46%,-19%,4%,·,-1%,2%,·,-13%,·,11%
Cc1c(Br)cc(C(=O)N2CCCCCC2)c(C)c1C,-6%,-3%,-1%,0%,-1%,-5%,7%,7%,7%,-4%
O=C(CSc1nc2ncc(Cl)cc2[nH]1)N(Cc1ccccc1)C1CCS(=O)(=O)C1 (stereo not given),-1%,1%,-3%,-11%,-2%,-9%,28%,-10%,-5%,-1%
CCOC(=O)Cc1csc(NC(=O)CSc2nnc(Cc3csc(N)n3)n2C)n1,-9%,13%,-3%,-9%,-1%,-6%,-3%,1%,-9%,1%
COc1ccc(/C=N\NC(=O)c2c(C)nc3ccc(Br)cn23)cc1,-52%,-23%,11%,6%,?,-24%,10µM*,-19%,-102%,?
O=C(NCCc1csc(-c2cccnc2)n1)c1ccccc1,16%&61%,1%,-10%,9%,-8%,-2%,0%,?,5%,1%
COc1ccc(NC(=S)N2CCN(S(=O)(=O)c3ccc(C)cc3)CC2)cc1,0%,2%,-4%,-5%,0%,-1%,6%,1%,-10%,-3%
O=C(Nc1ccccc1N1CCOCC1)c1cc2ccccc2o1,-12%,?,4%,9%,1%,16%,2%,9.5µM*,4%,15%
CCN(CC)S(=O)(=O)c1ccc(NC(=O)CN(c2cccc(F)c2)S(C)(=O)=O)cc1,-2%,-4%,0%,16%,-5%,0%,7%,1%,-10%,-15%
Cc1cc(NC(=O)Nc2ccc(Cl)cc2)no1,110%,27%,12%,-2%,3%,27%,19%,?,6%,·
CCc1ccc2oc(=O)cc(CN3CCN(CCO)CC3)c2c1,-14%,4%,4%,3%,4%,-7%,-30%,-3%,-1%,-7%
Cc1ccc(C(=O)Nc2cccc(C(=O)O)c2)cc1S(=O)(=O)N1CCOCC1,-41%,1.3µM*,12%,1%,-9%,2.2µM*,?,1.1µM*,-4%,17%
CC(CC(=O)N1CCN(c2ccccc2)CC1)S(=O)(=O)c1ccc2c(c1)NC(=O)CO2 (stereo not given),0%,8%,-13%,-11%,-7%,-11%,?,-2%,-19%,-3%
